# NTR1 agonist = agonists of NTR1, primary screen, imaging, U2OS cells, beta-arrestin-GFP, high content (AID 493036); NTR1-U2OS beta-arrestin-GFP spot imaging, agonist mode; hit rate 0.17% among 330,000; activation, % at 20 µM; P30989;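 active = activation at or above 40% of the spot to cytoplasm intensity ratio, with at least 20 cells analyzed; inconclusive = wells under 20 cells, flagged as cytotoxic or low count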;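 also: 0% = DMSO without peptide and 100% = 100 nM NTR1 peptide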
# Target sequence (P30989 whole entry, looked up): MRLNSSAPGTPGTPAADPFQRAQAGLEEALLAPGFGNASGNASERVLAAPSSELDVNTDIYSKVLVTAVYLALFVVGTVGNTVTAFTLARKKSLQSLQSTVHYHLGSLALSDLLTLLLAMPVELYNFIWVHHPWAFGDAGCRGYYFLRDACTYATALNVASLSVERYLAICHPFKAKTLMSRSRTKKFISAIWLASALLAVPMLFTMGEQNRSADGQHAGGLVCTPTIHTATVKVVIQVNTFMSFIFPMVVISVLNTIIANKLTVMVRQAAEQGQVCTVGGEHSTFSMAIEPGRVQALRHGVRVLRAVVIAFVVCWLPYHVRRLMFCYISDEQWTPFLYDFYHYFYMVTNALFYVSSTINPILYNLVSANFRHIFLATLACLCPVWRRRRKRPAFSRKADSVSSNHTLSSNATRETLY
# GPR55 LPI antagonism = GPR55 antagonists blocking LPI-driven arrestin recruitment, primary screen, imaging, U2OS, beta-arrestin-GFP, LPI agonist (AID 2013); inhibition, % at 10 µM; hits with a dose series show IC50 in µM; U2OS GPR55 beta-arrestin-GFP translocation imaging, LPI antagonism; higher % means a stronger effect; hit rate 0.13% among 290,000;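 active = spots per cell inhibited over 60%, with over 100 cells counted and total cytoplasm intensity under 500,000; inconclusive = wells with under 100 cells, flagged as likely toxic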;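 also: U2OS cells stably carrying GPR55 and arrestin-GFP stimulated by 5 µM LPI near EC80; imaged beta-arrestin-GFP aggregate spots per cell after agonist stimulation; plate controls were LPI-stimulated DMSO wells for no effect and DMSO wells without LPI for full effect; some results filed as inactive read as strong as hits; confirmed hits need IC50 under 10 µM and bright autofluorescent wells are also inconclusive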
# GPR55 activation = selective activators of receptor GPR55 – imaging, U2OS cells, beta-arrestin-GFP redistribution, primary screen (AID 1961); U2OS GPR55 beta-arrestin-GFP redistribution imaging; higher % means a stronger effect; activation, % at 10 µM, or EC50 in µM where a hit was titrated; hit rate 0.048% among 290,000;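 active = activation above 40% with more than 50 cells counted in the well; inconclusive = wells holding fewer than 50 cells, flagged as toxic or sparse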;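 also: U2OS osteosarcoma cells stably expressing GPR55 and beta-arrestin-GFP; plate controls were DMSO negative control for no effect and LPI positive control for full effect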
# Myeloid diff MLP = promotes myeloid progenitor differentiation; hit rate 1% among 360,000; calls only at 10 µM; ER-HoxA9 myeloid progenitors, lysozyme-GFP differentiation, flow cytometry;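 active = normalized GFP-positive differentiation at or above the plate's own cutoff, the solvent-only control mean plus 3 SD; inconclusive = no clear call, values can overlap the other calls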;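 also: cells exposed to compound for four days before flow analysis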
# KOR beta-arrestin-1 = KOR antagonists, beta-arrestin recruitment, cell-based, luminescence, uHTS (AID 1778); hit rate 0.091% among 290,000; KOR beta-arrestin recruitment, luminescence, antagonist mode; higher % means a stronger effect; inhibition, % at 10 µM; hits with a dose series show IC50 in µM; also: strong numbers were not always called active
# KOR beta-arrestin-2 = KOR agonists, beta-arrestin recruitment, primary screen, cell-based, luminescence, uHTS (AID 1777) | hit rate 0.02% among 280,000 | one-dose activation, % at 10 µM; EC50 in µM for titrated hits | KOR beta-arrestin recruitment, luminescence; higher % means a stronger effect; in the data active = activation above about 50%, passing the limit was not always enough; also: a part of the inactive calls stands beside numbers as strong as those of hits
# NOD1 NF-kB reporter = NOD1 signaling inhibitors, primary screen, cell-based, luminescence, uHTS (AID 1578) | one-dose inhibition, % at 4 µM; EC50 in µM for titrated hits | NOD1-driven NF-kB luciferase reporter cells, luminescence; higher % means a stronger effect | hit rate 1% among 290,000; in the data active = inhibition mostly above about 36%, no sharp cut-off; inactive = mostly below about 34%;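 also: HEK-293T reporter cells stimulated with the NOD1 agonist gamma-tri-DAP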
# HEK293 NOD2/NF-kB = NOD2 signaling inhibitors, cell-based, luminescence, uHTS, HEK293 (AID 1566) | HEK293 NOD2/NF-kB luciferase reporter, luminescence; higher % means a stronger effect | inhibition, % at 4 µM; hits with a dose series show EC50 in µM | hit rate 0.63% among 290,000; also: many of its hits are not listed in these tables
# T cell HTS = T cell immune modulators affecting CD8 T cell-vesicle binding. calls only at 7 µM. hit rate 0.068% among 330,000. AID 2052. 2C CD8+ T cell-vesicle binding, flow cytometry; active compounds read low;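 active = response, share of CD8 T cells binding vesicles, and their 90th percentile fluorescence all below set limits, cut at about 80% in these data, passing the limit was not always enough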
#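 System: murine 2C transgenic CD8+ T lymphocytes; also added: QL9-loaded Drosophila micro-vesicles; times: binding 1.5 h at 37 °C; measured by: flow cytometry, PE anti-B7-1 (FL2) versus Alexa647 anti-CD8 (FL8), PFA-fixed; control set: Peptide-free naked vesicles (low) and QL9 vesicles with 0.7% DMSO vehicle (high)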
# T cell HTS vesicle-bound % = second read-out of T cell HTS, no call of its own (marks repeat the call); double positive events, %; measured here: CD8+ vesicle-bound cell fraction;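 binding gate set so that unloaded-vesicle control wells show 10% double positive cells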
# NTR1 agonist cell count 20 µM = recorded beside NTR1 agonist, whose call it bears; cell count; measured here: cell count, cytotoxicity flag
# Myeloid diff MLP GFP+ MAC1+ % = recorded beside Myeloid diff MLP, whose call it bears; GFP+ MAC1+ double positive, %; measured here: differentiation confirmed by MAC1 staining
# Starred values were filed as active, the others as inactive; i = inactive; ? = inconclusive; / = not tested or not shown; [ ] = another dose, or the depositor's remark. Rule as the data show it, unless noted: active = inhibition above about 50%; inactive = the rest. These rows are one share of the data, so the mix of outcomes need not match the whole.
molecule	NTR1 agonist	NTR1 agonist cell count 20 µM	GPR55 LPI antagonism	GPR55 activation	Myeloid diff MLP	Myeloid diff MLP GFP+ MAC1+ %	KOR beta-arrestin-1	KOR beta-arrestin-2	NOD1 NF-kB reporter	HEK293 NOD2/NF-kB	T cell HTS	T cell HTS vesicle-bound %
CCOC(=O)c1ccccc1NC(=O)CN(c1cccc(OC)c1)S(C)(=O)=O	-1.6	80	/	-0.2%	i	0.6	1%	-4.9%	-22%	-17%	i	19
Cc1ccc(CCNC(=O)C2CCN(S(=O)(=O)N3CCC4(CC3)OCCO4)CC2)cc1	-0.2	49	12%	-0.1%	i	5.0	0%	4.2%	10%	26%	i	28
COc1ccccc1NC(=O)N1CCCC1C(=O)Nc1ccc2c(c1)OCO2 (configuration not stated)	-1.0	101	4%	0.3%	i	0.6	1%	5.2%	-22%	1%	i	17
COC(=O)c1ccc(NC(=O)c2ccc3c(c2)OCO3)cc1	-6.6	99	-2%	-0.1%	i	1.0	19%	-7.2%	-26%	-21%	i	58
COCCNC(=O)C(c1ccc(O)cc1)N(Cc1ccco1)C(=O)CCC(=O)Nc1ccccn1 (configuration not stated)	-0.7	59	-2%	-0.1%	i	2.8	-4%	-3.8%	22%	27%	i	19
Cc1cc(C)c2c(N)c(C(=O)N/N=C/c3cccs3)sc2n1	28	37	10%	0.3%	i	0.2	-126%	2.9%	-4%	-156%	i	20
Cn1cccc1Cc1nnc(SCC(=O)Nc2ccc3c(c2)OCCO3)n1CCc1ccccc1	11	59	3%	0.2%	i	9.3	-1%	2.2%	8%	14%	i	59
COc1ccccc1NS(=O)(=O)c1cccc(C(=O)N/N=C2\CC(=O)CC(C)(C)C2)c1	-0.1	29	1%	-0.4%	i	0.5	-7%	4.7%	4%	5%	i	43
O=C(Nc1cscc1S(=O)(=O)c1ccc(Cl)cc1)c1ccccc1Cl	1.5	62	6%	-0.2%	i	0.2	-27%	7.5%	2%	-16%	i	49
Cc1nc2ccccc2c(=O)n1NC(=O)/C=C/c1ccc(Br)cc1	-0.8	86	7%	-0.2%	i	0.2	18%	3.1%	6%	11%	i	30
CCC1Oc2ccccc2N(CC(=O)NCCc2ccc(OC)c(OC)c2)C1=O (configuration not stated)	-1.4	99	-6%	0.6%	i	0.7	-19%	2.3%	-30%	22%	i	14
CCCOc1ccc(N/C=C/C(=O)c2cc(OC)c(OC)c(OC)c2)cc1	4.1	52	8%	0.2%	i	0.7	5%[20 µM]	-1.6%	-7%	13%	i	53
CCOc1ccc(NC(=S)N2CCC(NC(=O)c3ccccc3C)CC2)cc1	-0.8	48	7%	-0.2%	i	0.4	-31%	3.1%	-16%	13%	i	51
Cn1nc(C(=O)NC2=NCCS2)ccc1=O	0.3	67	20%	-0.1%	i	1.9	-28%	2.4%	-14%	-2%	i	10
Cc1nc2nc(SCC(=O)O)nn2c(C)c1Cc1c(F)cccc1Cl	-0.5	39	1%	-0.4%	i	0.6	14%	8.7%	-19%	5%	i	37
C=CCn1c(Oc2cc(C)ccc2C)nc2c1c(=O)n(C)c(=O)n2C	1.2	41	9%	-0.1%	i	6.0	-17%	4.2%	-2%	30%	i	22
COC(=O)/C=c1/sc2nc3ccccc3n2c1=O	1.2	55	-5%	-0.1%	i	0.8	-2%	2.2%	39%	20%	i	35
CCc1nnc(NC(=O)C(CC)c2ccccc2)s1 (configuration not stated)	0.7	44	0%	-0.1%	i	0.6	-6%	0.5%	-28%	3%	i	4
Cn1c(CSCc2ccccc2Cl)n[nH]c1=S	-0.8	91	-18%	0.1%	i	0.5	-7%	-0.8%	-29%	6%	i	62
CCCCN(C)CCCNC(=O)c1cccc(N2CCCC2=O)c1	1.7	57	8%	-0.2%	?	/	-6%	-1.5%	-11%	3%	i	56
CCC(C)NC(=O)CN(C1CCCCC1)S(=O)(=O)c1ccc(F)cc1 (configuration not stated)	-0.3	95	9%	0.0%	i	0.7	12%	9.4%	-29%	-5%	i	14
O=C(CN(CCc1ccccc1)C(=O)CNS(=O)(=O)c1ccccc1)NCC1CCCO1 (configuration not stated)	-1.5	57	-11%	0.3%	i	1.2	-2%	-3.0%	14%	-2%	i	33
O=C(CCN1CCN(c2ccc([N+](=O)[O-])cc2)CC1)c1ccc(Cl)cc1	2.2	76	-5%	0.5%	i	0.5	-41%	1.1%	-2%	26%	i	10
Cc1ccc(NCc2n[nH]c(=S)n2-c2ccccc2)cc1Cl	0.9	60	0%	0.1%	i	0.3	-29%	-0.7%	-21%	8%	i	41
CCc1ccc(-n2c(=O)c3ccccc3n(CC(=O)C(C)(C)C)c2=O)cc1	-0.2	74	8%	-0.1%	i	0.2	22%	-2.3%	-30%	-5%	i	50
O=C(CN1C(=O)C2CCCCC2C1=O)N1CCN(c2ccccc2)CC1 (configuration not stated)	-1.0	28	-9%	0.3%	i	0.9	-6%[20 µM]	-1.0%	-32%	6%	i	28
CN(CCC#N)C(=O)c1ccc(CNS(=O)(=O)c2ccc(F)cc2)cc1	2.2	45	16%	0.7%	i	0.6	-14%	1.4%	0%	21%	i	19
O=C(O)Cc1csc(-c2cccc(F)c2)n1	0.0	50	10%	-0.7%	i	0.2	-22%	5.2%	7%	9%	i	58
CCCCNC(=O)O[C@H]1C[C@@H]2CCN3C(=O)CCC[C@H]([C@H]1CC)[C@H]23	1.4	81	6%	0.2%	i	0.5	-10%[20 µM]	-2.7%	-16%	17%	i	22
Clc1cc2c(c(Cn3cnc4ccccc43)c1)OCOC2	1.2	81	-3%	-0.5%	i	1.2	12%	-4.5%	-19%	8%	i	27
COc1cccc(NC(=O)C(C)N2C(=O)c3ccccc3C2=O)c1 (configuration not stated)	1.3	57	-8%	-0.2%	i	0.5	-6%	-5.7%	17%	16%	i	59
CCOc1ccccc1C1CC(c2ccc(Cl)cc2)Nc2nc(N)nn21 (configuration not stated)	-2.1	67	23%	-0.2%	i	1.7	5%	2.6%	-6%	-2%	i	53
CC1(C(=O)OCC(=O)N2c3ccccc3Sc3ccccc32)CC1(Cl)Cl (configuration not stated)	2.7	86	3%	?	i	0.2	17%	-2.9%	-8%	17%	i	60
Cc1ccc(C(=O)NNC(=O)Cc2cccs2)cc1	4.1	43	-4%	-0.3%	i	0.8	-17%	-3.0%	-25%	-9%	i	55
O=[N+]([O-])c1ncccc1Oc1nc(-c2cccnc2)nc2ccccc12	0.2	30	4%	0.1%	i	0.5	12%	-5.9%	-14%	21%	i	29
COc1ccc(NC(=S)N2CCN(c3ccccc3)CC2)c(OC)c1	-0.3	69	4%	-0.1%	i	0.3	15%	-4.3%	-25%	-4%	i	56
Cc1ccccc1-n1ncc2c1CC(C)(C)CC2NC(=O)c1ccncc1 (configuration not stated)	-0.4	73	10%	-0.1%	i	1.5	36%	-0.1%	-6%	-5%	i	48
CC(=O)Nc1nc2ccccc2[nH]1	0.3	32	-5%	0.2%	i	1.1	-4%	-3.6%	-14%	14%	i	25
O=C(Nc1ccccc1Cl)C1CCCN(S(=O)(=O)c2ccc(-n3cnnn3)cc2)C1 (configuration not stated)	2.3	43	5%	0.1%	i	0.8	-19%	-2.5%	-18%	18%	i	38
Cc1ccc2[nH]c(=O)c(CN(C(=O)c3cccc([N+](=O)[O-])c3)C(C)(C)C)cc2c1	3.2	61	2%	0.5%	i	0.6	29%	0.1%	1%	6%	i	16
Cc1ccc(S(=O)(=O)N(C(=O)c2ccncc2)c2ccc3oc4c(c3c2)CCCC4)cc1[N+](=O)[O-]	15	56	-6%	-0.2%	i	1.5	-40%	3.7%	43%	27%	i	46
C=CCn1c(SCC(=O)c2c(N)n(C)c(=O)n(C)c2=O)nc2sc(CC)cc2c1=O	7.5	29	-6%	0.8%	i	1.0	23%	2.0%	22%	26%	i	44
CN1CCN(CC(=O)NN(Cc2ccccc2)c2ccccc2)CC1	-0.3	47	2%	0.3%	i	0.5	10%	12%	-3%	12%	i	49
COc1cc(S(=O)(=O)Nc2cc(C)cc(C)c2)ccc1F	-1.4	52	-6%	0.2%	i	2.1	-6%	1.1%	5%	-10%	i	52
COc1ccc(C(=O)C=CNNC(=O)c2ccc(Cl)cc2)cc1	-0.1	67	4%	0.5%	i	0.5	0%[20 µM]	-8.3%	-1%	7%	i	14
COc1ccccc1CC(NC(C)=O)C(=O)NC1CCN(S(=O)(=O)c2ccc(NC(C)=O)cc2)CC1 (configuration not stated)	-2.4	36	-7%	-0.2%	i	0.5	46%	-1.5%	30%	8%	i	30
CNC(=S)NC1CC2CCCC(C1)N2Cc1ccc(C)cc1 (configuration not stated)	-1.2	39	12%	-0.1%	i	0.2	0%	-0.7%	-37%	8%	i	8
CCOC(=O)C1(Cc2cccc(F)c2)CCN(C(=O)Cn2cnnn2)CC1	1.3	55	2%	-0.1%	i	0.8	12%	1.9%	-4%	10%	i	52

# In another format: 3 of the compounds above
COc1cc(S(=O)(=O)Nc2cc(C)cc(C)c2)ccc1F
  NTR1 agonist: -1.4	NTR1 agonist cell count 20 µM: 52	GPR55 LPI antagonism: -6%	GPR55 activation: 0.2%	Myeloid diff MLP: i	Myeloid diff MLP GFP+ MAC1+ %: 2.1	KOR beta-arrestin-1: -6%	KOR beta-arrestin-2: 1.1%	NOD1 NF-kB reporter: 5%	HEK293 NOD2/NF-kB: -10%	T cell HTS: i	T cell HTS vesicle-bound %: 52

COc1ccc(C(=O)C=CNNC(=O)c2ccc(Cl)cc2)cc1
  NTR1 agonist: -0.1	NTR1 agonist cell count 20 µM: 67	GPR55 LPI antagonism: 4%	GPR55 activation: 0.5%	Myeloid diff MLP: i	Myeloid diff MLP GFP+ MAC1+ %: 0.5	KOR beta-arrestin-1: 0%[20 µM]	KOR beta-arrestin-2: -8.3%	NOD1 NF-kB reporter: -1%	HEK293 NOD2/NF-kB: 7%	T cell HTS: i	T cell HTS vesicle-bound %: 14

CNC(=S)NC1CC2CCCC(C1)N2Cc1ccc(C)cc1 (configuration not stated)
  NTR1 agonist: -1.2	NTR1 agonist cell count 20 µM: 39	GPR55 LPI antagonism: 12%	GPR55 activation: -0.1%	Myeloid diff MLP: i	Myeloid diff MLP GFP+ MAC1+ %: 0.2	KOR beta-arrestin-1: 0%	KOR beta-arrestin-2: -0.7%	NOD1 NF-kB reporter: -37%	HEK293 NOD2/NF-kB: 8%	T cell HTS: i	T cell HTS vesicle-bound %: 8

# Source: PubChem (several laboratories)
